# High-throughput results: PubChem BioAssay, The Scripps Research Institute Molecular Screening Center
# GSTO1 inh – blocks human GSTO1 in RBBP9 counter-screen; inhibition, % at 5.96 µM; P78417; recombinant GSTO1, activity-based probe fluorescence polarization; hit rate 1.1% among 300,000;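 active means inhibition above the campaign mean inhibition plus 3 SD, cut at about 35% in these data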;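 further: 0% = GSTO1-1 with DMSO and 100% = wells lacking GSTO1-1 enzyme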
# Target sequence (P78417 whole entry, looked up): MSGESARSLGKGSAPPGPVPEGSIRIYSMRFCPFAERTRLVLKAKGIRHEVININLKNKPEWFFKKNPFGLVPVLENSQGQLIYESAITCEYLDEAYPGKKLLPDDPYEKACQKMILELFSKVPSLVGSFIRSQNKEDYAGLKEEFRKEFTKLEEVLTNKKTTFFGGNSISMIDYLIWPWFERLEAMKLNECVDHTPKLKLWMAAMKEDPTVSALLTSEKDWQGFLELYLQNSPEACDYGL
# PAFAH1B3 FP inh – PAFAH1B3 (human) inhibition | Q15102 | AID 492972 | inhibition, % at 3.39 µM | hit rate 0.28% among 340,000 | recombinant PAFAH1B3, FP-rhodamine probe, fluorescence polarization;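 active means inhibition above the screen-wide average of all tested compounds plus 3 SD, cut at about 25% in these data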;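 further: 0% = enzyme with DMSO only and 100% = wells lacking PAFAH1B3 protein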
# Target sequence (Q15102 whole entry, looked up): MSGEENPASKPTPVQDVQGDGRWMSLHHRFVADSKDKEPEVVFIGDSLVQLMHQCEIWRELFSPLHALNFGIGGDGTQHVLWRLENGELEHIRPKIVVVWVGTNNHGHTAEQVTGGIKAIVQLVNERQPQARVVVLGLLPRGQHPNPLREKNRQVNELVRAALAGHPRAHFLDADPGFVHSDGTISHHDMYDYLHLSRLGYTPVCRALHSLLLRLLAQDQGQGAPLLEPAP
# LYPLA1 inh – blocks human lysophospholipase 1, a PME1 counter-screen | inhibition, % at 5.9 µM | O75608 | recombinant LYPLA1, FP-Rh probe fluorescence polarization | hit rate 0.16% among 320,000;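 active means inhibition above the mean of all tested compounds plus 3 SD, set per campaign, cut at about 14% in these data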;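 further: inhibitors block serine hydrolase probe labeling of LYPLA1 so polarization falls; 0% = enzyme with DMSO and 100% = wells lacking LYPLA1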
# Target sequence (O75608 whole entry, looked up): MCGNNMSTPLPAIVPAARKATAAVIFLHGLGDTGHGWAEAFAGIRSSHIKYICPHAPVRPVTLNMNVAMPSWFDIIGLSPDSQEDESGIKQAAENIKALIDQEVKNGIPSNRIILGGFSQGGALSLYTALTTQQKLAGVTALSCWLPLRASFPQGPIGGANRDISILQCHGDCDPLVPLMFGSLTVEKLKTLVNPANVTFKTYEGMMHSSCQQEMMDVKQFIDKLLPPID
# pPAFAH FP inh – pPAFAH (human) enzyme inhibition; recombinant pPAFAH, FP-rhodamine probe fluorescence polarization; inhibition, % at 3.39 µM; hit rate 1.5% among 330,000; AID 463082;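 active means inhibition above the mean inhibition across the screen plus 3 SD, cut at about 25% in these data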;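 further: inhibitors block binding of the rhodamine activity-based probe so polarization drops; 0% = enzyme with DMSO and 100% = wells lacking pPAFAH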
# PAD4 inh – inhibitors of human PAD4 | hit rate 0.41% among 330,000 | Q9UM07 | recombinant PAD4, RCA probe fluorescence polarization | inhibition, % at 6.36 µM;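 active means percent inhibition above a cutoff equal to the mean of all tested compounds plus 3 SD, cut at about 15% in these data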;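 further: 0% = PAD4 with RCA probe and DMSO and 100% = probe without PAD4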
# Fam108B inh – Fam108B inhibition, counter-screen for RBBP9 inhibitors; recombinant Fam108B, FP-Rh probe fluorescence polarization; inhibition, % at 9.51 µM; hit rate 0.33% among 300,000; AID 1947;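 active means inhibition above the screen mean inhibition plus 3 SD, computed separately per campaign, cut at about 18% in these data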;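 further: inhibitors lower polarization as less probe binds the enzyme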
# PME-1 inh – PME-1 (human) inhibition | hit rate 0.53% among 320,000 | inhibition, % at 5.9 µM | recombinant PME-1, FP-Rh probe fluorescence polarization | Q9Y570;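 active means inhibition above the campaign mean of all compounds plus 3 SD, cut at about 26% in these data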;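 further: competitive labeling of PME-1 active site by serine hydrolase directed probe; 0% = PME-1 with DMSO and 100% = wells lacking PME-1 enzyme; inhibitors block probe labeling so polarization falls and inhibition rises; many of its hits are not listed in these tables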
# PAFAH1B2 FP inh – PAFAH1B2 (human) inhibition; recombinant PAFAH1B2, FP-rhodamine activity probe, fluorescence polarization; inhibition, % at 3.39 µM; hit rate 1.2% among 340,000; P68402;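 active means inhibition above the mean of all tested compounds plus 3 SD, cut at about 24% in these data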;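 further: 0% = enzyme with DMSO and 100% = wells lacking PAFAH1B2; many of its hits are not listed in these tables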
# Target sequence (P68402 whole entry, looked up): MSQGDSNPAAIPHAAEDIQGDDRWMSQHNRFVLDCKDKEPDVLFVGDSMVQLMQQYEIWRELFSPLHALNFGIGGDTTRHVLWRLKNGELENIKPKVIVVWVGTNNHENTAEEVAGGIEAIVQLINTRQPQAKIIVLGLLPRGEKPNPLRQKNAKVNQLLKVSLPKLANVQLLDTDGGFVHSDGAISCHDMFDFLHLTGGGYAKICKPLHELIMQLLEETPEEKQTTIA
# PAFAH2 FP inh – inhibitors of human PAFAH2; Q99487; recombinant PAFAH2, FP-rhodamine activity probe, fluorescence polarization; inhibition, % at 3.39 µM; hit rate 0.99% among 340,000;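 active means inhibition above the mean over all tested compounds plus 3 SD, cut at about 30% in these data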;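 further: inhibitors block probe labeling of enzyme so polarization drops; 0% = enzyme with DMSO and 100% = wells lacking PAFAH2 protein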
# An asterisk follows results filed as active; · = not tested or not shown.
# The first 13 records, to show the layout:
SMILES,GSTO1 inh,PAFAH1B3 FP inh,LYPLA1 inh,pPAFAH FP inh,PAD4 inh,Fam108B inh,PME-1 inh,PAFAH1B2 FP inh,PAFAH2 FP inh
COc1ccccc1-c1cc(C(F)(F)F)nc(N2CCN(c3ccc(F)cc3)CC2)n1,0,5,-2,-1,-6,-3,-1,-2,4
O=C(NCCN1CCN(c2ccccc2)CC1)Nc1cccc(Br)c1,4,3,0,1,-3,1,3,1,-3
COc1ccc(Nc2nc(C)cc(=O)[nH]2)c(OC)c1,1,0,-4,2,-1,0,-4,2,0
CCOC(=O)C(CC)/C(C)=N/NC(=O)c1ccccc1[N+](=O)[O-] (centres undefined),-1,-1,0,4,5,-1,-4,-3,5
CN(C)CCCNC(=O)C[C@H]1C[C@H](C(=O)N2CCOCC2)[C@@]2(C)c3[nH]c4cc(-c5ccco5)ccc4c3CCN2C1=O,·,10,·,-2,-1,·,·,-1,-3
CCOC(=O)c1c(S(=O)(=O)NCC(=O)NCc2ccccc2)c(C)n(C)c1C,-2,9,4,4,4,3,-1,-2,3
CCOC(=O)c1ccccc1NC(=O)c1ccc2c(=O)n3c(nc2c1)CCCCC3,-2,-5,-8,-5,1,-15,-22,-4,0
Cc1ccc(C(=O)N2CCN(C3c4cccc5cccc(c45)C3NS(=O)(=O)c3ccccc3)CC2)cc1 (centres undefined),-10,-1,-4,10,3,-9,-4,-5,-4
Cc1ccc(OCc2ccccc2Br)c([N+](=O)[O-])n1,-3,-2,0,6,4,-6,-1,7,-2
CCN(C(=O)CSc1n[nH]c(N)n1)C1CCCCC1,·,5,·,-2,1,·,·,8,-3
COC(=O)c1ccc(CNC(=O)CCc2c[nH]c3ccccc23)cc1,21,2,-2,2,-6,0,-4,-1,0
O=C(CSc1nnnn1-c1ccccc1)NC(=O)Cc1ccccc1,·,11,0,8,1,·,0,6,-3
Cc1ccc(S(=O)(=O)NCC(=O)N/N=C/c2ccc(Cl)cc2)cc1,3,5,-1,1,2,3,2,0,1

# Results, repeating the preview:
SMILES,GSTO1 inh,PAFAH1B3 FP inh,LYPLA1 inh,pPAFAH FP inh,PAD4 inh,Fam108B inh,PME-1 inh,PAFAH1B2 FP inh,PAFAH2 FP inh
COc1ccccc1-c1cc(C(F)(F)F)nc(N2CCN(c3ccc(F)cc3)CC2)n1,0,5,-2,-1,-6,-3,-1,-2,4
O=C(NCCN1CCN(c2ccccc2)CC1)Nc1cccc(Br)c1,4,3,0,1,-3,1,3,1,-3
COc1ccc(Nc2nc(C)cc(=O)[nH]2)c(OC)c1,1,0,-4,2,-1,0,-4,2,0
CCOC(=O)C(CC)/C(C)=N/NC(=O)c1ccccc1[N+](=O)[O-] (centres undefined),-1,-1,0,4,5,-1,-4,-3,5
CN(C)CCCNC(=O)C[C@H]1C[C@H](C(=O)N2CCOCC2)[C@@]2(C)c3[nH]c4cc(-c5ccco5)ccc4c3CCN2C1=O,·,10,·,-2,-1,·,·,-1,-3
CCOC(=O)c1c(S(=O)(=O)NCC(=O)NCc2ccccc2)c(C)n(C)c1C,-2,9,4,4,4,3,-1,-2,3
CCOC(=O)c1ccccc1NC(=O)c1ccc2c(=O)n3c(nc2c1)CCCCC3,-2,-5,-8,-5,1,-15,-22,-4,0
Cc1ccc(C(=O)N2CCN(C3c4cccc5cccc(c45)C3NS(=O)(=O)c3ccccc3)CC2)cc1 (centres undefined),-10,-1,-4,10,3,-9,-4,-5,-4
Cc1ccc(OCc2ccccc2Br)c([N+](=O)[O-])n1,-3,-2,0,6,4,-6,-1,7,-2
CCN(C(=O)CSc1n[nH]c(N)n1)C1CCCCC1,·,5,·,-2,1,·,·,8,-3
COC(=O)c1ccc(CNC(=O)CCc2c[nH]c3ccccc23)cc1,21,2,-2,2,-6,0,-4,-1,0
O=C(CSc1nnnn1-c1ccccc1)NC(=O)Cc1ccccc1,·,11,0,8,1,·,0,6,-3
Cc1ccc(S(=O)(=O)NCC(=O)N/N=C/c2ccc(Cl)cc2)cc1,3,5,-1,1,2,3,2,0,1
O=C(COc1ccc(Cl)cc1Cl)N(Cc1ccco1)C1CCS(=O)(=O)C1 (centres undefined),8,-1,1,1,-4,-1,-14,-3,1
O=C(N/N=C/c1cccc(Oc2ccc([N+](=O)[O-])cc2[N+](=O)[O-])c1)c1cncc(Br)c1,6,2,-2,2,5,16,16,-2,-4

# Just PAD4 inh, PAFAH2 FP inh and LYPLA1 inh (three entries from above):
molecule	PAD4 inh	PAFAH2 FP inh	LYPLA1 inh
COC(=O)c1ccc(CNC(=O)CCc2c[nH]c3ccccc23)cc1	-6	0	-2
O=C(CSc1nnnn1-c1ccccc1)NC(=O)Cc1ccccc1	1	-3	0
Cc1ccc(S(=O)(=O)NCC(=O)N/N=C/c2ccc(Cl)cc2)cc1	2	1	-1

# (continued)
SMILES,GSTO1 inh,PAFAH1B3 FP inh,LYPLA1 inh,pPAFAH FP inh,PAD4 inh,Fam108B inh,PME-1 inh,PAFAH1B2 FP inh,PAFAH2 FP inh
Cc1cc(C)cc(SCc2noc(C(=O)NCCC(C)C)c2C(=O)NCCC(C)C)c1,9,0,-5,-2,2,-8,-10,-3,-10
Cc1ccc(NC(=S)NN2CCN(C)CC2)cc1,-2,1,2,3,-6,2,-2,-1,1
COc1ccc(-c2ccc(/C=C3\C(=O)N(c4ccccc4)N=C3c3ccccc3)o2)c([N+](=O)[O-])c1,0,10,-2,0,-10,2,-1,2,12
NC(=O)c1ccccc1N,6,10,-1,10,0,0,-9,0,-1
COc1cccc(NC(=O)NC(C)C2CC3CCC2C3)c1 (centres undefined),1,-3,-2,-1,-5,1,-4,4,9
Cc1cccc(N2CN(Cc3ccco3)CNC2=S)c1C,0,4,-1,-3,-4,0,0,0,2
CCCC(=O)NC(NC(=S)Nc1ccc(N=Nc2ccccc2)cc1)C(Cl)(Cl)Cl (centres undefined),-2,-2,-13,2,-1,2,3,-2,-3
COC(=O)C1=C(C)Nc2nnnn2C1c1ccc(Cl)cc1Cl (centres undefined),13,6,1,-4,-6,7,-2,6,1
COc1ccc(C(=O)NC(=S)N2CCC(C)CC2)cc1,-5,7,2,1,2,-2,-3,8,0
O=C(COC(=O)CCc1ccc(S(=O)(=O)N2CCOCC2)cc1)NC1CCCCCC1,-5,9,-2,13,1,-3,2,4,-1
Oc1cccc(/C=N/c2c(-c3ccco3)nc3ccccn23)c1,2,1,1,21,2,3,1,9,11
COc1ccc(CCNc2c3ccccc3nc3ccccc23)cc1OC,-10,15,-2,-1,-2,-1,-29,6,2
COC(=O)C1=C(C)Nc2c(c(=O)n(C)c(=O)n2C)C1c1ccc(C)cc1 (centres undefined),-2,-2,2,-1,-7,-2,-1,1,1
Cc1cc(C(=O)Nc2c(F)cc(F)cc2Br)cs1,-2,8,0,-1,-5,-5,-2,5,1
CN1CCN(C2=Nc3c(Cl)cc(Cl)c4cccc2c34)CC1,-3,-5,5,7,-3,1,0,0,-2
CS(=O)(=O)N(CC(=O)NCc1ccccn1)c1ccc2c(c1)OCCO2,-4,1,0,-8,4,-4,-4,-1,6
CCOc1ccc(S(=O)(=O)NCCC(=O)NC(C)CCc2ccccc2)cc1 (centres undefined),3,-6,-5,1,-1,1,4,1,1
CCCCNC(=O)COC(=O)c1ccc(F)cc1Cl,0,2,5,-3,-3,-12,-5,-2,17
CSCCC(NS(=O)(=O)c1ccc(Cl)cc1)C(=O)OCC(=O)N1CCCc2ccccc21 (centres undefined),0,11,-3,13,-2,4,3,8,3
O=C(NCC1COc2ccccc2O1)C1C2C=CC3(CN(Cc4cccs4)C(=O)C13)O2 (centres undefined),0,4,-3,-4,-2,-1,6,9,-6
COc1cccc(NC(=O)Cn2c(CCC(=O)O)ccc2-c2ccccc2)c1,2,-1,0,9,-3,1,-4,4,-3
COC(=O)c1cc2c(ccn2-c2ccc(F)cc2)n1Cc1ccc(C#N)cc1,-6,-1,-3,7,-1,-2,-9,-2,-10
COc1ccc(C(=O)C2CCN(CC(=O)NCc3ccccc3)CC2)cc1,8,4,-1,-3,4,1,15,2,1
CCCCn1nc(NC(=O)COC)c2cc3cc(OC)ccc3nc21,-3,6,2,6,1,-2,-5,8,0
CCC(C)[C@H]1CNC(=S)N1CCc1cccc2ccccc12 (some centres undefined),3,9,-1,5,3,-7,2,9,-5
Cc1cccc(-c2csc(N)c2C(=O)OC(C)C)c1,2,3,3,3,-3,1,5,5,-5
CC1Cc2cc(/C(O)=C3\C(=O)C(=O)N(CCN(C)C)C3c3ccccc3F)ccc2O1 (centres undefined),-5,6,4,-3,-6,-4,0,4,1
COc1ccccc1/C=C/CN1CCCC(CO)(Cc2cccc(Cl)c2)C1 (centres undefined),-3,0,-4,-5,3,-4,-8,-1,3
O=C(CN1CCN(C(=O)c2ccccc2)CC1)Nc1ccc(Br)cn1,-2,3,-2,1,-1,6,6,4,-11
Cc1ccc(-c2cc(C(F)F)nc(N3CCOCC3)n2)cc1,4,-5,-4,5,-4,-1,-3,-1,0
Cc1cccn2cc(CSc3nnc(Nc4ccc(C(C)C)cc4)s3)nc12,6,0,-6,4,-3,1,1,11,-5
Cc1nn(-c2cccc(C(F)(F)F)c2)c(Cl)c1/C=N/Nc1cccc(C(=O)O)c1,-1,6,0,35*,-3,4,16,6,-1
CC(=O)c1cc2c(cc1NC(=O)CCc1c(C)nc3ncnn3c1C)OCO2,·,-4,2,1,4,·,4,1,1
COc1cc(Cc2nc3ccc(S(=O)(=O)N4CCOCC4)cc3[nH]2)cc(OC)c1OC,5,7,1,5,-1,7,1,1,-4
CC(=O)Nc1ccccc1-c1nnc(SCc2ccccc2Cl)[nH]c1=O,-6,6,7,2,-2,-2,2,9,16
O=C(O)CCCSc1nccn1-c1ccccc1,-3,0,-2,3,-6,-2,-1,12,6
COc1cccc(C2(C)NC(=O)N(CC(=O)Nc3ccc(N4CCOCC4)cc3)C2=O)c1 (centres undefined),·,2,·,3,-1,·,·,6,-4
Cc1cc(Nc2ccccc2)n(C(=O)c2ccccc2)n1,5,6,-1,1,5,1,2,3,1
Cc1cc(C(=O)COC(=O)c2cc(Cl)ccc2N)c(C)n1Cc1ccco1,-4,-6,-10,7,-2,1,-1,0,1
CC1(C)C2([N+](=O)[O-])CN3CC1([N+](=O)[O-])CN(C2)C3c1ccccc1 (centres undefined),3,-4,-6,7,0,-1,-3,-6,-12
Cc1cc2cc(CNC(=O)c3cc4ccccc4o3)ccc2n1C,-9,·,1,15,2,5,3,·,·
Cc1ccc(C)c(NC(=S)Nc2cccc3cnccc23)c1,11,13,-2,3,-4,1,0,5,0
CC1CCCN(Cc2c(O)ccc3c4c(c(=O)oc23)CCCC4)C1 (centres undefined),5,2,-4,20,5,6,-3,2,9
COc1ccc(C(C)(C)C)cc1NC(=O)Cn1cnnn1,0,5,0,2,1,-4,-4,7,8
Cc1ccc(C(O)Cn2cc([N+](=O)[O-])nc2C)cc1 (centres undefined),-7,3,-2,-2,-3,-1,-3,6,-2
Cc1ccc(N2CCN(C(=O)c3cccs3)CC2)c(C)c1,3,5,1,9,-3,-1,-1,3,10
COc1cc(-c2nnc3sc(C4CCCCC4)nn23)cc(OC)c1OC,0,1,-7,13,0,1,2,-1,2

# These rows are one share of the data; the hit share may differ from the screen's.
